From PubChem BioAssay
Chronic BCR inh – chronic active BCR signaling inhibition. ABC-DLBCL IkBa-CBG/CBR reporter, luminescence ratio, 4 h. Potency, µM (highest dose often 46.1 µM), without a hit: at the highest dose ratio change, negative = lower green/red ratio, hits mostly inhibitors. actives 0.05% (n = 340,000). AID 493014; active = well fitted inhibition curve with a large enough effect in the signal ratio, with a control signal flat, not every such curve was filed as active; inconclusive = small, poorly fitted or top-dose-only effect, or effect the other way, or a change in a side signal; the % refers to the signal ratio;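 note: potency is the fitted concentration of half-maximal effect; plate controls were basal doxycycline-induced cells for no effect and cells given 10 µM MG132 for full effect; MG132 reads +100%, hits lower the ratio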
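TMD8 ABC-DLBCL cells carrying doxycycline-inducible green luciferase fused to IkappaBalpha plus unfused red luciferase were exposed to compounds (up to 46 uM) for 4 hrs at 37C. Activity came from the overlap-corrected green/red luminescence ratio.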
Integrin act MD – activators of alpha7 integrin expression for muscular dystrophy. alpha7betagal myoblasts, beta-gal FDG fluorescence, 48 h. Potency, µM (doses to about 38.3 µM), inactives show at the highest dose activation, usual class: activators. actives 0.064% (n = 350,000). AID 624291;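 note: potency is the fitted concentration of half-maximal effect; 100% = response of the positive control SU9516; nearly all actives have a fitted effect of over 60% in size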
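Alpha7betagal+/- myoblasts (passage 13) were plated 16-24 hr, then exposed to compounds (1:260 dilution of DMSO stock) for 48 hours at 37C. After MPER lysis, β-galactosidase reporter activity was read as FDG fluorescence (ex 480/em 540) after 30 minutes.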
S-ASM inh – inhibitors of human secretory acid sphingomyelinase | P17405 | placental ASM, HMU-PC fluorogenic substrate, 60 min | Potency, µM (top dose mostly 57.5 µM), inactives show at the highest dose activity change, negative = inhibition, usual class: inhibitors | actives 0.006% (n = 340,000) | AID 504937; note: potency is the fitted concentration of half-maximal effect
Target sequence (P17405 47-631 limits assumed): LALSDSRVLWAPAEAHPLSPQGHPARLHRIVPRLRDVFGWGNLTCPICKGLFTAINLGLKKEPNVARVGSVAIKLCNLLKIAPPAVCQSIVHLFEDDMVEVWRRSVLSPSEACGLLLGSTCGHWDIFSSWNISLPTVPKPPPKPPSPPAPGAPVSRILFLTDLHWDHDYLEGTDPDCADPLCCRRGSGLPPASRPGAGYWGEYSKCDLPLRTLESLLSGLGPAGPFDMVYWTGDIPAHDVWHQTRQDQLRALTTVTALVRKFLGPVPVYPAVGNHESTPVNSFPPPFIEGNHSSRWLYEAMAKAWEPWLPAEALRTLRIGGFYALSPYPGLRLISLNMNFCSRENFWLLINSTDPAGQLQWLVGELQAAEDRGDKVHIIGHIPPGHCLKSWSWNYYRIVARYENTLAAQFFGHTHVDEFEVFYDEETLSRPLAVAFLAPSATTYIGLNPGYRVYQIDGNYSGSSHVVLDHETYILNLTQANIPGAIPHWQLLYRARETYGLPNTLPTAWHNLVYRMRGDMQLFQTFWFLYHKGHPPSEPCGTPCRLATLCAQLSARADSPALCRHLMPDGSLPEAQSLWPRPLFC
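Human placenta-derived ASM preincubated with compound 10 min at room temperature, then reacted with 9 uM (final) fluorogenic HMU-PC substrate for 60 min at 37 C. Stop solution raises pH to 10; fluorescence read at Ex 386/Em 447 nm.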
Giardia killer – Giardia lamblia killing | Giardia lamblia trophozoite viability | activity change, % at 7.66 µM, hits read low | actives 0.15% (n = 340,000) | AID 540267; in the data active = activity change below about -80%; inconclusive = between about -30% and that limit;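 note: parasites exposed to compound for two days anaerobically before the ATP read; % is set by controls: 0 for no effect and ±100 for the full control effect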
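Viability, read as ATP luminescence: trophozoites at 100 cells/well, compound added, 48 hrs anaerobic at 37 deg C, then 15-30 min room-temperature development before reading.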
Starred values were filed as active, the others as inactive; u = inconclusive; x = no result given. Unless noted, calls come from the whole dose curve; as a rule, active = well fitted curve in the direction sought with a large enough effect; inconclusive = small, poorly fitted or top-dose-only effect, or another doubt; inactive = no such curve, though single readings can be large; an effect the other way counts as inactive or inconclusive. A portion of the library; the hit share may differ from the screen's.

Labels used below – A = Chronic BCR inh; B = Integrin act MD; C = S-ASM inh; D = Giardia killer
COc1ccc(Cl)cc1NC(=O)CN(C)C(=O)c1cn(-c2ccccc2)nc1-c1cccs1
  A: x; B: -8%; C: x; D: x
C[C@@H]1CN([C@H](C)CO)C(=O)CCCn2nncc2CO[C@H]1CN(C)Cc1cccc2c1OCCCO2
  A: x; B: 1%; C: x; D: x
CC(=O)n1cc(C2CC(=O)OC3=C2CC(=O)C(C)(C)C3)c2ccccc21 (centres undefined)
  A: x; B: -1%; C: x; D: x
O=C1CN(C(=O)COC(=O)c2cc(Cl)ccc2[N+](=O)[O-])c2ccccc2N1
  A: x; B: 18%; C: x; D: x
CCCCN1C(=O)C(CC(=O)NCCN2CCOCC2)CC(C(=O)N(C)C)=C1C (centres undefined)
  A: x; B: 10%; C: x; D: x
Cc1ccc(S(=O)(=O)N2C[C@H]3C(=O)C[C@@H](c4cccc(Cl)c4)N(S(=O)(=O)c4ccc(C)cc4)[C@H]3C[C@H]2c2cccc(Cl)c2)cc1
  A: x; B: -10%; C: x; D: x
O=S(=O)(Nc1ccc2c3c(cccc13)CC2)c1ccccc1
  A: x; B: -11%; C: x; D: x
CC1CCCC(C)N1CCCNC(=O)C1CCCN(S(=O)(=O)N2CCCCC2)C1 (centres undefined)
  A: x; B: -3%; C: x; D: x
CCCCCC(=O)N1C[C@@H](O)[C@H](n2cc(C3CC3)nn2)C[C@@H]1c1ccc(Cl)cc1
  A: x; B: 18%; C: x; D: x
O=C(COc1ccc(Br)cc1)N(Cc1nnc(-c2ccccc2Cl)o1)C1CC1
  A: x; B: -1%; C: x; D: x
COc1cc(CNC(=O)C2CC(O)CN2C(=O)Nc2ccccc2)cc(OC)c1OC (centres undefined)
  A: x; B: 9%; C: x; D: x
COc1ccc([C@H]2C[C@@H](n3cc(-c4ccc(F)cc4)nn3)[C@H](O)CN2C(=O)C2CCCCC2)cc1
  A: x; B: -18%; C: x; D: x
O=C(OCc1ccccc1)C1CCN(S(=O)(=O)c2cccs2)CC1
  A: x; B: -5%; C: x; D: x
COc1ccc(C#Cc2cnc3c(c2)C(=O)N([C@@H](C)CO)C[C@@H](C)[C@@H](CN(C)CC2CCOCC2)O3)cc1
  A: x; B: 1%; C: x; D: x
C[C@@H]1CN([C@@H](C)CO)C(=O)CCCn2cc(nn2)CO[C@H]1CN(C)S(=O)(=O)c1ccc(-c2ccccc2)cc1
  A: x; B: 6%; C: x; D: x
C[C@H](CO)N1C[C@H](C)[C@H](CN(C)C(=O)c2ccccn2)Oc2ncc(Br)cc2C1=O
  A: x; B: -14%; C: x; D: x
O=C1NC(Cc2ccc(O)cc2)c2nc3cc(F)ccc3c(=O)n2-c2ncccc21 (centres undefined)
  A: x; B: -6%; C: x; D: x
COc1ccc(Cc2noc(=O)[nH]2)cc1
  A: x; B: 2%; C: x; D: x
C[C@H](CO)N1C[C@H](C)[C@@H](CN(C)C(=O)Nc2ccc3c(c2)OCCO3)OCc2cnnn2CCCC1=O
  A: x; B: 4%; C: x; D: x
CC(=O)N(C(C)=O)c1ccc2c(c1)OCCO2
  A: x; B: 15%; C: x; D: x
C[C@H](O)CNC(=O)c1[nH]cnc1C(=O)Nc1ccc(CNC(=O)OC(C)(C)C)cc1
  A: x; B: 32%; C: x; D: x
COc1ccc(-c2cc3nc(-c4ccccc4)cc(N4CCN(C(=O)c5ccoc5)CC4)n3n2)cc1
  A: x; B: 22%; C: x; D: x
CCOc1ccccc1NC(=O)C1C(c2ccccc2)C1(Cl)Cl (centres undefined)
  A: x; B: -16%; C: x; D: x
COc1ccccc1CCc1nnc(CCC(=O)NCCC2CCCCO2)o1 (centres undefined)
  A: x; B: 4%; C: x; D: x
CC(=O)Oc1cccc(C2=CC(=O)CC(C)(C)C2=O)c1
  A: x; B: 6%; C: x; D: x

Some of the entries above, set out differently:
> COc1cc(CNC(=O)C2CC(O)CN2C(=O)Nc2ccccc2)cc(OC)c1OC (centres undefined)
  Chronic BCR inh = x
  Integrin act MD = 9%
  S-ASM inh = x
  Giardia killer = x
> COc1ccc([C@H]2C[C@@H](n3cc(-c4ccc(F)cc4)nn3)[C@H](O)CN2C(=O)C2CCCCC2)cc1
  Chronic BCR inh = x
  Integrin act MD = -18%
  S-ASM inh = x
  Giardia killer = x
> O=C(OCc1ccccc1)C1CCN(S(=O)(=O)c2cccs2)CC1
  Chronic BCR inh = x
  Integrin act MD = -5%
  S-ASM inh = x
  Giardia killer = x
> COc1ccc(C#Cc2cnc3c(c2)C(=O)N([C@@H](C)CO)C[C@@H](C)[C@@H](CN(C)CC2CCOCC2)O3)cc1
  Chronic BCR inh = x
  Integrin act MD = 1%
  S-ASM inh = x
  Giardia killer = x

Remaining list, next part
Labels used below – A = Chronic BCR inh; B = Integrin act MD; C = S-ASM inh; D = Giardia killer
OC(c1ccccc1)C(NCc1ccccc1)c1ccccc1 (centres undefined)
  A: x; B: 1%; C: x; D: x
CC1=C(C(=O)N(C)C)CC(CC(=O)NCCN2CCOCC2)C(=O)N1CCC1=CCCCC1 (centres undefined)
  A: x; B: 8%; C: x; D: x
Cn1c(=O)c2cccnc2c(=O)n1C
  A: x; B: 2%; C: x; D: x
CCN(CC)C(=O)C1=C(C)N(Cc2ccccc2)C(=O)C(CC(=O)NC(c2ccccc2)c2ccccc2)C1 (centres undefined)
  A: x; B: -4%; C: x; D: x
COc1cccc(S(=O)(=O)N(C)C[C@@H]2OCc3cnnn3CCCC(=O)N([C@H](C)CO)C[C@H]2C)c1
  A: x; B: 8%; C: x; D: x
C[C@@H]1CN([C@H](C)CO)C(=O)CCCn2nncc2CO[C@H]1CN(C)S(=O)(=O)c1cccc(C#N)c1
  A: x; B: 6%; C: x; D: x
Cc1ccc(S(=O)(=O)N2CCCCC2)cc1NC(=O)CN1CCCC1c1cccs1 (centres undefined)
  A: x; B: 3%; C: x; D: x
C[C@H]1CCCCO[C@H](CN(C)Cc2ccccc2)[C@@H](C)CN([C@@H](C)CO)C(=O)c2cc(NC(=O)CCC(F)(F)F)ccc2O1
  A: x; B: -1%; C: x; D: x
Clc1ccc(C(c2cccs2)N2CCNCC2)cc1 (centres undefined)
  A: x; B: -40%; C: x; D: x
CCc1sc(C(=O)N(CCOC)c2c(N)n(Cc3ccccc3)c(=O)[nH]c2=O)cc1C
  A: x; B: -2%; C: x; D: x
O=C(CSc1ccc(F)cc1)NC(=O)c1ccccc1
  A: x; B: 20%; C: x; D: x
CC1(c2ccc3c(c2)OCCCO3)NC(=O)N(CC(=O)NCCc2ccc(F)cc2)C1=O (centres undefined)
  A: x; B: 11%; C: x; D: x
CCC/C=C/c1ccc(CN2C(C)C(=O)N(Cc3cn(CCC4OCCCO4)nn3)CCS2(=O)=O)cc1 (centres undefined)
  A: x; B: 2%; C: x; D: x
O=C(NNC(=O)C1CCC1)c1ccc(F)cc1
  A: x; B: -6%; C: x; D: x
N#Cc1cnc(=S)n(-c2cc(C(F)(F)F)cc(C(F)(F)F)c2)c1N
  A: x; B: 16%; C: x; D: x
COc1ccc(C)cc1NC(=O)COC(=O)c1c(-c2ccccc2)noc1C
  A: x; B: 12%; C: x; D: x
CCN1C(=O)C(=CC=CN(C)c2ccccc2)SC1=S
  A: x; B: 6%; C: x; D: x
O=C(NCC1CCCN1S(=O)(=O)c1cccs1)C(=O)Nc1ccccc1F (centres undefined)
  A: x; B: 16%; C: x; D: x
CC1CN(C(=O)CSc2nc(N)c(NC(=O)c3ccc(C(F)(F)F)cc3)c(=O)[nH]2)CC(C)O1 (centres undefined)
  A: x; B: 21%; C: x; D: x
CC(C)(C)c1ccc(C(=O)O/N=C(\N)Cc2cccs2)cc1
  A: x; B: -32%; C: x; D: x
CSC1=NN(c2ccccc2)CN(c2ccccc2)N1C
  A: x; B: 21%; C: x; D: x
COc1ccc(S(=O)(=O)N2CCCC2CNC(=O)C(=O)NC2CCCC2)cc1 (centres undefined)
  A: x; B: -19%; C: x; D: x
CC(=O)N1C[C@H]2CON(C)[C@H]2C[C@H]1c1cccc(N2CCOCC2)c1
  A: x; B: 27%; C: x; D: x
C[C@@H]1CN([C@@H](C)CO)C(=O)c2cc(Br)cnc2O[C@@H]1CN(C)Cc1ccc(Oc2ccccc2)cc1
  A: x; B: 9%; C: x; D: x
COc1cccc(CN(C)CCCn2cnc3c(SC)ncnc32)c1
  A: x; B: -4%; C: x; D: x

Two records drawn at random from the list so far, as already listed:
Labels used below – A = Chronic BCR inh; B = Integrin act MD; C = S-ASM inh; D = Giardia killer
Clc1ccc(C(c2cccs2)N2CCNCC2)cc1 (centres undefined)
  A: x; B: -40%; C: x; D: x
C[C@@H]1CN([C@@H](C)CO)C(=O)CCCn2cc(nn2)CO[C@H]1CN(C)S(=O)(=O)c1ccc(-c2ccccc2)cc1
  A: x; B: 6%; C: x; D: x

Going on with the list:
Labels used below – A = Chronic BCR inh; B = Integrin act MD; C = S-ASM inh; D = Giardia killer
Cc1cccc(NC(=O)COC(=O)c2c(-c3ccccc3)noc2C)c1
  A: x; B: 9%; C: x; D: x
C[C@@H]1CN([C@H](C)CO)C(=O)CCCn2nncc2CO[C@H]1CN(C)S(=O)(=O)c1cn(C)cn1
  A: x; B: -7%; C: x; D: x
C[C@@H]1CN([C@@H](C)CO)C(=O)CCCn2nncc2CO[C@@H]1CN(C)C(=O)Nc1cccc(Oc2ccccn2)c1
  A: x; B: 5%; C: x; D: x
CCc1ccc(NC(=O)C(C)OC(=O)Cn2[nH]c(=O)c3ccccc3c2=O)cc1 (centres undefined)
  A: x; B: 6%; C: x; D: x
CC(C)CC1C(=O)N(Cc2cn(CCC3OCCO3)nn2)CCS(=O)(=O)N1Cc1ccc(-c2ccc(F)nc2)cc1 (centres undefined)
  A: x; B: 24%; C: x; D: x
COc1cc(NC(=O)CN2CCN(C(=O)c3ccco3)CC2)c(C)cc1[N+](=O)[O-]
  A: x; B: -7%; C: x; D: x
CCOC(=O)C(=O)NCC1CCCN1S(=O)(=O)c1cccs1 (centres undefined)
  A: x; B: -7%; C: x; D: x
NC(=S)NN=C1CSSC1
  A: x; B: -49%; C: x; D: x
COc1cc2ccc(C(C)=NOC(C)=O)cc2cc1OC
  A: x; B: -27%; C: x; D: x
CC(C)c1ccc(NS(=O)(=O)c2ccc3[nH]cc(C(=O)NCCc4ccccc4)c(=O)c3c2)cc1
  A: u; B: x; C: x; D: -19
COc1ccc(C(=O)NC(c2ccccc2Cl)c2cc(Cl)c3cccnc3c2O)cc1 (centres undefined)
  A: u; B: x; C: x; D: -2
CCOc1ccc(C2=C(C(C)=O)Sc3nnc(C)n3N2C(C)=O)cc1
  A: -5%; B: x; C: x; D: -14
COc1ccc(C2C=C(c3ccc(Br)cc3)Nc3nnnn32)c(OC)c1 (centres undefined)
  A: 15%; B: x; C: x; D: 16
Cc1nnc(SCC(=O)NCc2ccccc2F)c2nn(-c3ccc(Cl)cc3)c(C)c12
  A: u; B: x; C: x; D: -16
Cc1c(C(=O)N(C)C)sc2c1c(=O)n(-c1ccc(Cl)c(Cl)c1)c(=O)n2CC(=O)Nc1ccc(Br)cc1F
  A: -10%; B: x; C: x; D: 1
Cc1cc(C)cc(NC(=O)c2sc3nc4n(c(=O)c3c2C)N=C(c2ccccc2)CS4)c1
  A: 6%; B: x; C: x; D: 3
CC(=O)N1CCc2c(sc(NC(=O)CSc3ccccc3)c2-c2nc3ccccc3s2)C1
  A: 0%; B: x; C: x; D: 5
COc1ccc(Cl)cc1NC(=O)CSc1nc(=O)[nH]c2c1CCC2
  A: u; B: x; C: x; D: -14
C[C@H](NC(=O)CCC1CCC(=O)N1)c1ccccc1 (some centres undefined)
  A: x; B: x; C: 0%; D: -24
COc1cc2c3c([nH]c2cc1F)C(=O)NCC3
  A: x; B: x; C: 8%; D: -3
CCOC(=O)C1CCN(C(=O)c2ccc3c(=O)n4nc(Nc5ccccc5)sc4nc3c2)CC1
  A: u; B: 20%; C: x; D: x

Quoted from the listing:
CC1(c2ccc3c(c2)OCCCO3)NC(=O)N(CC(=O)NCCc2ccc(F)cc2)C1=O (centres undefined) – Integrin act MD: 11%
C[C@H](CO)N1C[C@H](C)[C@H](CN(C)C(=O)c2ccccn2)Oc2ncc(Br)cc2C1=O – Integrin act MD: -14%
